Bioassay records as filed in PubChem.
PLK1 kinase inh: PLK1 (human) kinase inhibition; recombinant PLK1 kinase, TR-FRET peptide phosphorylation; 97,000 compounds, 0.53% hits; P53350; inhibition, % at 10 µM;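 active = inhibition of 50% or more in the single-concentration screen; inactive = inhibition below 50%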;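 note: 0% = DMSO max control and 100% = H-89 dihydrochloride min control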
HIV Rev-RRE inh: disrupts HIV-1 Rev binding to RRE RNA | P05866 | Rev peptide-RRE RNA binding, FRET | inhibition, % at 8 µM | 97,000 compounds, 0.79% hits;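 active = inhibition above the screen-wide mean plus 3 SD, cut at about 35% in these data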;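 note: 0% = median DMSO wells and 100% = median Neomycin B control wells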
Target sequence (P05866 whole entry, looked up): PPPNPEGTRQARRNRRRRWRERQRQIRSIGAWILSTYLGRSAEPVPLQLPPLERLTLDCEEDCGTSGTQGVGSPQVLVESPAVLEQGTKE
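Test system: Cy5-tagged RRE RNA duplex with fluorescein-tagged Rev peptide | Read-out: % inhibition of FRET ratio versus controls | Probe or stimulus: Labelled Rev peptide | Incubation: 5 min RNA-compound premix plus 15 min binding step, 25 °C | Technique: FRET fluorescence readout | Benchmarks: DMSO low control, neomycin B high control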
ERa coact pot: enhances coactivator binding to human estrogen receptor alpha; P03372; TR-FRET ERalpha-LBD/SRC-Cy5 coactivator binding, 2 h; 100 = basal binding, no effect; coactivator binding (% of control), % at 25.6 µM; 86,000 compounds, 1.3% hits; AID 639; in the data active = activity above about 200%;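 note: binding measured in presence of low estradiol as agonist stimulus; 0% = peptide alone without receptor and 100% = receptor with peptide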
CD11b adhes inh: inhibitors of human CD11b/CD18 binding to fibrinogen. P05107+P11215. K562 CD11b/CD18 adhesion to fibrinogen, ATPlite luminescence; Mn2+ added to activate the integrin. inhibition, % at 10 µM. 93,000 compounds, 0.54% hits. AID 1497;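 active = primary inhibition of 50% or more at 10 µM, then 40% or more on retest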; note: some results filed as inactive read as strong as hits
Target sequence (P05107 whole entry, looked up, other chains not shown): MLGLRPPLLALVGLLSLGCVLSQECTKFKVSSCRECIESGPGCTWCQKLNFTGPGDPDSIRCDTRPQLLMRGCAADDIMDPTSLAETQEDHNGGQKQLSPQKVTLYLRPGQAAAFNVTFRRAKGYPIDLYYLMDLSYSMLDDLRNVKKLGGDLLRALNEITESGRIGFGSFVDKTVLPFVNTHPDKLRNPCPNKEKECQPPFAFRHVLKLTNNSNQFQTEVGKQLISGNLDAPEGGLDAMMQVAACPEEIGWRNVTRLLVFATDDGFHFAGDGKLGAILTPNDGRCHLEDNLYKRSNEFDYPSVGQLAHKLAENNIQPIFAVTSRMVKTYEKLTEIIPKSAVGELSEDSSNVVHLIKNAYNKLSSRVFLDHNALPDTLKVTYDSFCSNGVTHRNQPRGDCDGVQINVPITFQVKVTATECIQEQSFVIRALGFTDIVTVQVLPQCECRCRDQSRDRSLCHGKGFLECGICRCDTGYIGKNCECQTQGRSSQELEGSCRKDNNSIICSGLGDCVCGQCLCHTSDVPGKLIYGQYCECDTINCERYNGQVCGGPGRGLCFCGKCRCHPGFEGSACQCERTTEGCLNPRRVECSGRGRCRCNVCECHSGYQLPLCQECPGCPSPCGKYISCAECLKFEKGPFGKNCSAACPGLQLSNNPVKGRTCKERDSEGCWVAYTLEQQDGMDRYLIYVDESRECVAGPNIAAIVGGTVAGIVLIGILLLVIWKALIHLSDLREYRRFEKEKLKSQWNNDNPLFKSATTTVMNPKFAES
ERb SRC1 inh: blocks coactivator binding to human estrogen receptor beta. Q92731. TR-FRET ER-beta LBD / SRC1-Cy5 peptide binding; receptor agonist-loaded with 1 µM estradiol. inhibition, % at 25.6 µM. 86,000 compounds, 1.3% hits. AID 633;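 active = compounds whose percent inhibition of the receptor-coactivator binding signal exceeds about 50% in the single-dose screen, limit read from the data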;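 note: 0% = receptor plus peptide wells without compound and 100% = peptide-only wells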
PLK1 PBD inh: blocks phosphopeptide binding to human Plk1 polo box domain. P53350. Plk1 PBD phosphopeptide binding, fluorescence polarization. inhibition, %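 (tested at about 20 µM)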. 97,000 compounds, 0.13% hits; in the data active = inhibition above about 34%, passing the limit was not always enough
Mac1 fbg enh: CD11b/CD18-fibrinogen binding enhancement; activation, % at 10 µM; K562 CD11b/CD18 adhesion to fibrinogen, ATPlite luminescence; AID 1499; 93,000 compounds, 0.07% hits;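 active = 10 µM primary screen giving 50% or more activity, confirmed by 40% or more on retest at that dose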; note: strong numbers were not always called active
FAK blocker: blocks human focal adhesion kinase activity; Q05397; biochemical FAK kinase activity assay; inhibition, %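 (tested at 7 µM)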; 97,000 compounds, 0.84% hits; AID 727; in the data active = inhibition above about 19%;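 note: 0% = DMSO and 100% = reference compound high control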
ERa SRC1 inh: blocks coactivator binding to human estrogen receptor alpha | 86,000 compounds, 1.7% hits | inhibition, % at 25.6 µM | TR-FRET ER-alpha LBD / SRC-1 peptide, estradiol-bound; in the data active = inhibition above about 50%;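 note: 0% = receptor plus peptide control and 100% = peptide only without receptor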
An asterisk follows results filed as active; · = not tested or not shown; [ ] = another dose, or the depositor's remark.

SMILES	PLK1 kinase inh	HIV Rev-RRE inh	ERa coact pot	CD11b adhes inh	ERb SRC1 inh	PLK1 PBD inh	Mac1 fbg enh	FAK blocker	ERa SRC1 inh
Cc1cc(C)nc(/N=C(\N)C2=C(O)CC(C)(C)CC2=O)n1	-6	-4	96	-1	5	13	-2	0	-4
CCOc1ccc(Br)cc1CC(=O)O	-5	6	110	·	4	-16	·	-10	-1
CCOc1ccc(N2Nc3n[nH]c(N)c3N2)cc1	78*	6	104[fluorescence artefact?]	·	-25	-3	·	4	-31[fluorescence artefact?]
COc1ccc(CN(C(=O)c2ccco2)c2ccccc2)cc1	-8	1	160	·	-4	-5	·	-2	3
Nc1ccc(S(=O)(=O)N2CCCC2)cc1	-25	8	95	-1	-11	4	-2	-2	-5
Cc1ccc(N2C(=O)CC(N(CCc3ccccc3)C(=S)Nc3ccc(N(C)C)cc3)C2=O)cc1 (stereo not drawn)	-11	4	·	·	·	-25	·	5	·
Cn1c(SCC(=O)Nc2nc3c(s2)CCCC3)nnc1-c1ccccc1	-9	7	119	-7	-4	-12	-4	1	3
NC1=NS(=O)(=O)NC1c1ccc(Cl)cc1 (stereo not drawn)	-10	7	105[fluorescence artefact?]	-19	-11[fluorescence artefact?]	-21	-3	-2	-3
CC(=O)Nc1cccc(NC(=O)C2CCCN2C(=O)Nc2ccccc2C)c1 (stereo not drawn)	0	3	119	-2	-3[fluorescence artefact?]	6	4	-2	0[fluorescence artefact?]
COc1cccc(C(=O)OCC(=O)Nc2ccccc2N2CCOCC2)c1	-7	2	155	-24	6[fluorescence artefact?]	10	-2	-6	4
CCOC(=O)CC(=O)CSc1nnc2sc3ccccc3n12	-7	4	124[fluorescence artefact?]	6	-4	19	-4	1	2
COc1c(Cl)cc(Cl)cc1/C=N/n1cnnc1	-1	9	105	·	-6	-13	·	6	-3
CN1CCN(/C=N/c2c(C#N)cnn2C)CC1	-6	4	108	-19	-9	15	1	2	-2
O=C(O)C1CC(=O)N(CCc2ccccc2)C1 (stereo not drawn)	-11	7	104	-9	-8	-11	2	-2	-6
O=C(NCCCn1ccnc1)c1cn(-c2ccccc2)nc1-c1ccc(F)cc1	1	5	115	5	5[fluorescence artefact?]	-1	-3	10	13

7 compounds drawn at random from the list so far:
SMILES	PLK1 kinase inh	HIV Rev-RRE inh	ERa coact pot	CD11b adhes inh	ERb SRC1 inh	PLK1 PBD inh	Mac1 fbg enh	FAK blocker	ERa SRC1 inh
O=C(O)C1CC(=O)N(CCc2ccccc2)C1 (stereo not drawn)	-11	7	104	-9	-8	-11	2	-2	-6
CN1CCN(/C=N/c2c(C#N)cnn2C)CC1	-6	4	108	-19	-9	15	1	2	-2
CCOC(=O)CC(=O)CSc1nnc2sc3ccccc3n12	-7	4	124[fluorescence artefact?]	6	-4	19	-4	1	2
NC1=NS(=O)(=O)NC1c1ccc(Cl)cc1 (stereo not drawn)	-10	7	105[fluorescence artefact?]	-19	-11[fluorescence artefact?]	-21	-3	-2	-3
COc1ccc(CN(C(=O)c2ccco2)c2ccccc2)cc1	-8	1	160	·	-4	-5	·	-2	3
COc1cccc(C(=O)OCC(=O)Nc2ccccc2N2CCOCC2)c1	-7	2	155	-24	6[fluorescence artefact?]	10	-2	-6	4
CCOc1ccc(N2Nc3n[nH]c(N)c3N2)cc1	78*	6	104[fluorescence artefact?]	·	-25	-3	·	4	-31[fluorescence artefact?]

(further entries)
SMILES	PLK1 kinase inh	HIV Rev-RRE inh	ERa coact pot	CD11b adhes inh	ERb SRC1 inh	PLK1 PBD inh	Mac1 fbg enh	FAK blocker	ERa SRC1 inh
Cc1ccc(C)c(N(C(=O)Cc2cccs2)C(C(=O)NC2CCCC2)c2ccc(C)o2)c1 (stereo not drawn)	-4	1	·	-9	·	-13	0	7	·
CCOc1ccccc1NC(=O)CSc1nnnn1-c1ccc(C(=O)OC)cc1	-4	7	113	-16	-2	-12	-6	1	-7
Cc1cccc(OCC(=O)O/N=C(\N)Cc2cccs2)c1	-7	3	·	·	·	-9	·	-3	·
CCOc1ccc(Br)cc1S(=O)(=O)NCCN(C)C	-21	6	·	40	·	14	0	0	·
CCOC(=O)C1=NN(C(=O)Nc2cccc(C(F)(F)F)c2)C2C(=O)N(c3cccc(C(F)(F)F)c3)C(=O)C12 (stereo not drawn)	-5	6	·	-13	·	-3	-4	-5	·
COc1ccc(C2NC(=O)c3n[nH]c(C)c32)c(OC)c1 (stereo not drawn)	-14	2	84	-8	42	3	-4	-1	6
O=C1CSC(c2ccc(Cl)cc2)N1 (stereo not drawn)	-6	6	106	-8	3	-23	0	2	-4
CC(C)NC(=O)c1ccccc1NC(=O)C1COc2ccccc2O1 (stereo not drawn)	-14	4	103[fluorescence artefact?]	·	-32	-21	·	-2	-20
N#Cc1ccccc1NC(=O)CSc1nccn1CCc1ccccc1	-8	3	129	-3	0	8	8	-1	2
C=CCSC1=C(C#N)C(c2cccc(OC)c2)CC(=O)N1 (stereo not drawn)	-7	7	110	-15	-8	-7	3	-2	-2
Cc1cc(C)n2c(SCc3c(C)noc3C)nnc2n1	-14	3	102	·	-10	-12	·	2	4
CC(C)(C)C1=NN(C(=O)c2ccccc2)C(O)(C(C)(C)C)C1 (stereo not drawn)	-3	-1	·	-8	·	-15	-2	1	·
O=C1CCc2cc(S(=O)(=O)N3CCC(C(=O)Nc4nccs4)CC3)ccc2N1	-1	6	103	-2	7	-12	-1	-2	1
CCOC(=O)c1oc2ccccc2c1CSc1nnnn1-c1ccc(OC)cc1	-15	7	97	-5	-4	0	-4	0	-8
O/N=C/c1cccn1-c1ccc(O)cc1	-7	9	95	-15	5[fluorescence artefact?]	4	3	1	2
Cc1cccc(NC(=O)c2sc(C)nc2C)c1	-14	1	97	·	-2	-16	·	-1	-9
Cc1cc(C)c(OCCOCCN2CCNCC2)c(C)c1	-7	-1	109[fluorescence artefact?]	11	-1[fluorescence artefact?]	16	-10	0	3[fluorescence artefact?]
COC(=O)c1cc(OC)c(OC)cc1NC(=O)CSc1ccc(C)cc1	-9	2	·	·	·	-1	·	1	·
CC1CCCCN1C(=O)CSc1nc2ccccc2n1CC(=O)N1CCc2ccccc21 (stereo not drawn)	·	·	144	13	-3[fluorescence artefact?]	·	1	·	17[fluorescence artefact?]
Cc1noc(C)c1S(=O)(=O)Nc1ccc(C(=O)N2CCc3ccccc3C2)cc1	-16	0	·	-22	·	-9	-4	-1	·
CCOC(=O)CCCCC(=O)c1[nH]c(=O)[nH]c1CSc1nc2ccccc2[nH]1	-9	3	105[fluorescence artefact?]	·	-4	3	·	-2	-8
Cc1nn(CCc2n[nH]c(=S)n2C)c(C)c1Br	-10	3	·	-2	·	-7	-4	-2	·
COc1ccc(S(=O)(=O)N2CCCC2C(=O)Nc2ccc(O)cc2)cc1 (stereo not drawn)	·	·	119	-11	-7	·	-2	·	-5
Cc1ccc(-n2c(-c3nn(C)c(C)c3Cl)n[nH]c2=S)cc1	-9	-2	·	14	·	-24	-2	-2	·
Cc1ccccc1N1CCN(C(=O)c2ccccc2NC(=O)/C=C\C(=O)O)CC1	-13	5	·	·	·	15	·	2	·
CC12CCC(C(=O)NCc3ccc(Cl)cc3)(OC1=O)C2(C)C (stereo not drawn)	-5	5	105	-8	-15	-16	-1	1	2
COc1cccc(CNC(=O)CSCc2cnn(-c3ccccc3)c2-n2cccc2)c1OC	-6	7	104	-6	8	-6	7	-1	-4
CCc1onc(C)c1C(=O)Nc1cc(C)ccc1OC	-14	2	121	-8	1[fluorescence artefact?]	15	0	0	-1[fluorescence artefact?]
COC(=O)CN1C(=O)C(O)(CC(=O)c2ccc(Cl)cc2)c2ccccc21 (stereo not drawn)	·	·	103[fluorescence artefact?]	-3	-11	·	-5	·	-2
CC(C)(C)NC(=O)CN(Cc1cccnc1)C(=O)c1csnn1	-5	5	118	-7	-1	3	-2	3	-9
CCOC(=O)N1CCN(C(=O)c2ccc3c(=O)n4c(nc3c2)CCCCC4)CC1	-7	6	105	-10	-3	23	-3	-2	-4
O=C(OCCN1CCCCC1)c1ccc(O)cc1	-2	5	·	8	·	-12	0	2	·
CCn1c(COc2ccccc2)nnc1SCC(=O)CC(=O)Nc1ccccc1OC	-9	3	139[fluorescence artefact?]	-3	-3	10	-2	-3	-1
COc1ccc(C(=O)NCCCCCC(=O)O)cc1OC	-3	4	108	0	-3	8	-5	1	0
COc1ccc(S(=O)(=O)N2CCN(S(=O)(=O)c3ccc4c(c3)OCCO4)CC2)cc1C	-2	14	100	17	-2	0	-2	-2	8
Cc1ccccc1C(=O)Nc1ccc(Br)cn1	-6	6	204*	4	-2	-12	-6	0	-5
CC1CN(c2ccc(S(=O)(=O)N3CCOCC3)cn2)CC(C)O1 (stereo not drawn)	-7	-5	86	1	9	-33	-2	-3	28
CC1=C(C(N)=O)C(c2ccc(Cl)cc2)NC(=O)N1 (stereo not drawn)	-6	5	185[fluorescence artefact?]	·	6	9	·	-7	0
CCCCNC(=O)c1cn(-c2ccc(OCC)cc2)c(=O)c2cc(OC)c(OC)cc12	-17	4	100	0	-12	20	0	0	-6
Cc1ccc(-c2nnc(SCC(=O)NCC3CCCO3)n2C)cc1 (stereo not drawn)	-12	3	103	1	-3	-9	-4	2	0
CCCCn1c(SCC(=O)Nc2cc(C)[nH]n2)nc2ccsc2c1=O	2	1	80	-2	1[fluorescence artefact?]	-26	-4	4	6
CCOc1ccc(C2C(C(=O)OC)=C(C)N=C3SCCC(=O)N32)cc1OCC (stereo not drawn)	-6	10	91	4	7	-20	-3	1	-3
COc1cccc(NC(=O)C2CC(=O)OC23CCOC(C)(C)C3)c1 (stereo not drawn)	·	·	85	1	2	·	-2	·	4
O=C(c1ccc(CS(=O)(=O)c2ccc(Br)cc2)o1)N1CCN(C2CCCCC2)CC1	-4	2	102[fluorescence artefact?]	-4	-8	-16	4	2	-1
CC(C)(C)C(=O)C(Cc1ccccc1Cl)n1cncn1 (stereo not drawn)	-3	-2	114	9	2	6	0	-2	-3
COc1ccc(OC)c(S(=O)(=O)Nc2ccccc2C(=O)O)c1	-1	-1	75	-28	-5	-10	0	-4	3
O=C(c1ccccc1)N1CCN(S(=O)(=O)N2CCCCC2)CC1	2	5	125	1	0	23	-1	-6	-1
N#Cc1nc(-c2ccco2)oc1N1CCN(c2ccccc2)CC1	-5	7	111	-8	-3	14	-4	2	-7
Cc1nnc(SCC(=O)N(Cc2ccccc2)C(C)C)n1-c1ccccc1	-11	1	93	-1	-1	-14	-1	-2	-3
COc1ccc(CCCC(=O)O)c(C)c1	-4	1	116	·	-4	-3	·	-1	-13
CCCCCCn1c(C)nc2c(c1=O)c1nc3ccccc3nc1n2/N=C/c1ccco1	-6	-2	83[fluorescence artefact?]	1	10	11	-3	3	18[fluorescence artefact?]
O=C(O)/C=C/C(=O)Nc1ccc(F)cc1F	-2	2	·	·	·	-12	·	-1	·
C=CCNC(=S)NNC(=O)c1ccc(OCCC)cc1	-4	-3	110	·	-12	-23	·	0	-27
O=C1C2CCCN2C(c2ccccc2)N1c1nccs1 (stereo not drawn)	2	6	122	5	-11	-4	-4	-1	1
O=C(COC(=O)c1ccc(S(=O)(=O)N2CCOCC2)cc1)NC1CCCC1	-8	8	92	-12	-3	1	-3	4	-6
CC1Cc2nc(SCC(=O)c3ccccc3)n(Cc3ccccc3)c(=O)c2S1 (stereo not drawn)	-16	7	84	-11	-4	-26	3	6	-7
COC(=O)c1ccccc1S(=O)(=O)N1CCC(c2nc3ccccc3o2)CC1	1	8	·	-1	·	-8	3	-2	·
